High-throughput results as filed in PubChem.
CHO-K1 Ca PAM = M1 PAM counterscreen hit in parental CHO-K1 cells | ATP EC20, Fluo-8 calcium fluorescence; 0% at ATP EC20, 100% at ATP max | activation, % at 3 µM | 0.02% of 360,000 active | AID 602247;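 active means activation above the run cutoff, the mean activation of all test compounds plus 3 SD, cut at about 40% in these data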;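 further: peak over basal fluorescence ratio in a 140 s read after ATP addition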
TAAR1 ag = human TAAR1 agonism; Q96RJ0; CHO RD-HGA16 TAAR1, Fluo-8 calcium fluorescence; vehicle wells 0%, saturating PEA agonist 100%; activation, % at 3 µM; 0.99% of 360,000 active; AID 624467;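 active means activation above the mean activation of all test compounds in the run plus 3 SD, cut at about 38% in these data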
Target sequence (Q96RJ0 whole entry, looked up): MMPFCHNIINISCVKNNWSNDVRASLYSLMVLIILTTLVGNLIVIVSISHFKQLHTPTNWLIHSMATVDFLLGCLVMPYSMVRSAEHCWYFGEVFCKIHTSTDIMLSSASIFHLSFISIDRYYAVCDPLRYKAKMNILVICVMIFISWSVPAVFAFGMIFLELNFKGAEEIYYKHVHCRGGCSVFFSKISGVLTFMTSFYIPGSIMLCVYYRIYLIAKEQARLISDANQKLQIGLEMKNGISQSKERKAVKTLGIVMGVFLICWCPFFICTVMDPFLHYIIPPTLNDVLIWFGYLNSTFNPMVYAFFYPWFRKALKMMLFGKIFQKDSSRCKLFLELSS
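System: CHO-derived RD-HGA16 cells with stable Gα16 and human TAAR1 / Times: 17-24 h plating, Fluo-8 75 min 37 °C, 30 min RT / Technique: calcium-sensitive Fluo-8 signal, excitation 470-495, emission 515-575 nm / Measure: % activation relative to PEA EC100 response / Benchmarks: DMSO and PEA EC100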
V1R ag counter = counter-screen for oxytocin receptor agonists: human V1a receptor agonists. 0.25% of 320,000 active. CHO-V1R cells, Fluo-8 calcium fluorescence, agonist mode; 0% DMSO, 100% 3 nM vasopressin. activation, % at 3 µM. P37288. AID 2797;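 active means activation above the mean activation of all tested compounds plus 3 SD, per screening run, cut at about 20% in these data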;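 further: signal is peak over basal fluorescence ratio across a 100 second FLIPR read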
Target sequence (P37288 whole entry, looked up): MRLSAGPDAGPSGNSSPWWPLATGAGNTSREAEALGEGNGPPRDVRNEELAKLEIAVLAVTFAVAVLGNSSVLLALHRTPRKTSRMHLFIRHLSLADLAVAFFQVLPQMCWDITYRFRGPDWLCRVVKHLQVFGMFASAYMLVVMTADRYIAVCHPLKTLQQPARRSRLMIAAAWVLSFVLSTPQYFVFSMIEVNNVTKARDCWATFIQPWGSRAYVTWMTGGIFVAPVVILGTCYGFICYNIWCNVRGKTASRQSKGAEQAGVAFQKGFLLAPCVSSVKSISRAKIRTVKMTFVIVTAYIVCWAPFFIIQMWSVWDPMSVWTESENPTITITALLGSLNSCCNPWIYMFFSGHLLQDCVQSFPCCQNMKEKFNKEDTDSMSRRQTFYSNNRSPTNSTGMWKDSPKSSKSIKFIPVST
M1 ag = activates human CHRM1 receptor | CHO-K1 hM1, Fluo-8 calcium fluorescence, agonist mode; 0% DMSO, 100% acetylcholine EC100 | activation, % at 3 µM | 0.33% of 360,000 active | AID 588814;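 active means activation above the run's mean compound activation plus 3 SD, cut at about 16% in these data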;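 further: peak over basal fluorescence ratio within a 140 s kinetic read after compound addition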
CHO parental Ca = counter-screen for OX1R antagonists: effect in parental CHO cells. parental CHO-K1, ATP-induced calcium, Fluo-8 fluorescence. inhibition, % at 5.6 µM. 0.63% of 330,000 active. AID 463079;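 active means inhibition above that plate's mean sample inhibition plus 3 SD, cut at about 26% in these data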;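 further: 0% = ATP-challenged DMSO wells and 100% = DMSO wells without ATP; some compounds past the cut are filed as inactive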
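Material – parental CHO cells · Reagent – ATP stimulus · Compound – single nominal dose of 5.6 µM per compound · Detection – Fluo-8 fluorescence · Read-out basis – percent inhibition of calcium signal · Controls – ATP-challenged DMSO wells low, unchallenged DMSO wells high · Repeats – no replicates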
CHO-K1 Ca ag = nonselective activator or artifact in parental CHO-K1 cells. 0.48% of 360,000 active. activation, % at 3 µM. Fluo-8 calcium fluorescence; scaled to maximal ATP response, vehicle zero. AID 602248; in the data active means activation above about 15%;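 further: untransfected CHO-K1 host cells lacking M1 receptor as counterscreen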
TAAR1 antagonist = antagonists of human TAAR1; Q96RJ0; CHO RD-HGA16 TAAR1, Fluo-8 calcium fluorescence, antagonist; inhibition, % at 3 µM; 1.5% of 360,000 active;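 active means inhibition above a per-plate cutoff, the mean inhibition of test compounds on that plate plus 3 SD, cut at about 49% in these data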;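 further: 0% = DMSO plus EC80 beta-PEA response and 100% = DMSO alone without agonist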
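Material: RD-HGA16 CHO cells with stable hTAAR1 and Gα16; Dosing: single nominal final test compound concentration of 3 µM; Schedule: seeding 17-24 h prior, 75-min 37 °C, 30-min RT dye loading; Detection: kinetic Fluo-8 calcium fluorescence measurement; Measure: % inhibition from peak post-agonist over basal fluorescence ratio; Benchmarks: vehicle and agonist controls.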
OXTR potentiator = human OXTR potentiation. P30559. CHO-OTR cells, Fluo-8 calcium fluorescence, potentiator mode; 0% = oxytocin EC15, 100% = EC100. activation, % at 3 µM. 0.061% of 320,000 active;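 active means activation above that plate's cutoff, the mean activation of tested compounds plus 3 SD, cut at about 6.6% in these data, passing the limit was not always enough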;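 further: 100% uses oxytocin at 75 nM as the full agonist control; some results filed as inactive read as strong as hits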
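Material: CHO-OTR cells, human receptor; compound dosing: single dose, 3.0 µM nominal final compound concentration; schedule: 6 min compound pre-incubation at room temperature, 100 s kinetic read; measured by: kinetic Fluo-8 calcium fluorescence; read-out basis: % activation vs EC15 and EC100 oxytocin; controls: EC15 oxytocin alone as 0%, 75 nM oxytocin as 100%; replicates: singlicate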
CHO-K1 Ca antag = counter-screen for M1 antagonists: effect in parental CHO-K1 cells; ATP-induced calcium, Fluo-8 fluorescence; inhibition, % at 3 µM; 0.6% of 360,000 active;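 active means inhibition above a per-plate cutoff, the plate's mean sample inhibition plus 3 SD, cut at about 24% in these data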;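 further: 0% = DMSO plus EC80 ATP and 100% = DMSO alone without ATP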
An asterisk follows results filed as active; x = not tested or not shown.

SMILES | CHO-K1 Ca PAM | TAAR1 ag | V1R ag counter | M1 ag | CHO parental Ca | CHO-K1 Ca ag | TAAR1 antagonist | OXTR potentiator | CHO-K1 Ca antag
CCc1nnc2sc(-c3ccc(NC(=O)c4ccco4)cc3)nn12 | 18.1 | 10.5 | -0.7 | -0.6 | -9.9 | 0.2 | 8.4 | -2.2 | -2.4
Nc1nc2n(n1)C(c1ccc(F)cc1)CC(c1ccc(F)cc1)N2 (centres undefined) | 16.4 | 6.5 | -0.3 | -1.2 | -4.2 | 0.1 | -6.2 | -5.1 | -1.7
O=C(Nc1nnc(SCc2cccnc2)s1)C1CC(=O)N(c2ccc(F)cc2)C1 (centres undefined) | 23.8 | 1.4 | 0.2 | -2.9 | -19.6 | 0.6 | -11.1 | -7.8 | -14.3
Cc1cccc(N2CC(C(=O)OCc3ccc([N+](=O)[O-])cc3)CC2=O)c1 (centres undefined) | 1.1 | 4.8 | 4.2 | -6.4 | -12.1 | 0.8 | -9.3 | -8.7 | -0.8
C/C=C\C(=O)Nc1cccc(C2=NOC3(C2)C[C@@H](C(N)=O)N(C(=O)CC(c2ccccc2)c2ccccc2)C3)c1 (some centres undefined) | 2.4 | 3.7 | -0.3 | -4.9 | -17.3 | 0.1 | 3.1 | -14.3 | -3.4
Cc1ccc(-c2nc3ncccn3c2NC2CCCC2)o1 | 16.5 | 5.1 | 0.0 | -0.2 | -22.0 | 0.8 | -0.1 | 5.2 | -6.6
CCC(Oc1ccccc1)C(=O)N(C)CC(=O)N(CC(C)C)c1c(N)n(CC(C)C)c(=O)[nH]c1=O (centres undefined) | -30.9 | -3.1 | -1.1 | 6.2 | -10.8 | -0.1 | 13.8 | -12.0 | 18.6
CN(C(=O)c1ccc2c(c1)CCN2S(C)(=O)=O)c1ccccc1 | 9.7 | 1.2 | 1.3 | -4.8 | -4.9 | 1.0 | 17.9 | -1.8 | -2.9
O=C(CCN1CCOCC1)Nc1ccc(Cl)cc1 | 6.3 | 0.0 | 0.4 | -1.8 | 3.4 | 0.7 | 6.3 | -6.5 | -1.3
O=C(NC1CCCC1)C(c1ccccc1)N(Cc1ccccc1)C(=O)c1csnn1 (centres undefined) | 9.6 | -0.6 | -0.9 | -3.4 | -40.9 | 1.4 | 3.6 | -14.6 | -15.9
O=NN(CCCl)C(=O)NCCc1cccc[n+]1[O-] | 0.6 | 2.8 | x | -2.2 | x | 0.1 | -0.5 | x | -6.5
Cc1ccc(-c2noc(CCC(=O)Nc3cccc(C(=O)NC4CC4)c3)n2)cc1 | -13.8 | 4.2 | x | -0.4 | x | 1.6 | -2.7 | x | 3.3
CC(=O)c1ccc(OC(=O)N2CCOCC2)cc1 | 9.4 | 4.0 | 0.5 | -2.4 | -2.2 | 0.1 | -2.9 | -1.0 | -10.0
O=C(Nc1cccc(S(=O)(=O)N2CCCCCC2)c1)C1CCN(C(=O)c2ccc(F)cc2)CC1 | 16.8 | 11.5 | 2.4 | -1.1 | -17.5 | 4.7 | 37.6 | -14.2 | 1.3
CCc1ccc(NC(=O)COC(=O)CCc2nc3cc(S(=O)(=O)N(CC)CC)ccc3n2C)cc1 | 24.2 | 7.0 | 0.7 | -6.7 | -19.1 | 5.0 | -15.3 | -6.2 | -5.5
CCOc1ncccc1C(=O)OCC(=O)NCc1ccccc1 | 19.7 | -0.3 | -0.1 | -1.1 | -2.4 | 0.3 | -3.5 | -4.9 | -17.2
Cc1nc2c(c3c1[nH]c1ccccc13)C(O)CC(C)(C)C2 (centres undefined) | 10.4 | 0.6 | 1.6 | -11.1 | 9.0 | 0.1 | -3.5 | -1.8 | -1.3
CCOC(=O)[C@]12CCCC=C1N(Cc1ccc3c(c1)OCO3)C(=O)[C@H](CC(=O)NCC13CC4CC(CC(C4)C1)C3)C2 | 6.8 | 0.5 | x | x | x | -0.3 | -7.4 | x | -5.5
COc1cc(OC)cc(C(=O)NC(=S)Nc2ccc3c4c(cccc24)CC3)c1 | 6.7 | -2.3 | 1.2 | -3.5 | -10.1 | 0.7 | 18.8 | -5.1 | -11.9
Cc1ccccc1NCC(=O)N/N=C/c1c(C)c(C(=O)c2ccc(Cl)cc2)n2ccccc12 | 17.9 | 3.2 | -0.3 | -5.1 | -18.6 | 1.3 | 1.8 | -12.9 | -1.8
Cc1nc(SCC(=O)NC2CCS(=O)(=O)C2)c2c(C)c(C)sc2n1 (centres undefined) | -2.9 | 14.9 | 5.4 | -3.2 | -10.6 | -0.1 | 2.0 | -2.0 | -20.6
CC(C)(C)OC(=O)N1CCC(Cc2cc(-c3cccnc3)no2)(C(=O)O)CC1 | -0.4 | 1.2 | 1.5 | -1.4 | -3.0 | 0.3 | 10.4 | -6.5 | -2.5
OCC[C@H]1C[C@H](O)[C@@H](O)[C@@]2(OCc3ccccc32)O1 | -12.2 | 4.4 | -0.1 | 0.2 | 13.5 | -0.2 | 4.8 | -12.0 | -9.1
CCNc1nc(NC(C)C)nc(N(C#N)C(C)C(=O)N(C)C)n1 (centres undefined) | 13.3 | 2.8 | 1.2 | -3.3 | -10.8 | 0.2 | -5.7 | -3.8 | -5.6
CCOc1ccc(CN2CCN(S(=O)(=O)c3ccc(NC(C)=O)cc3)CC2)cc1 | 7.0 | 17.9 | 6.7 | -10.9 | -3.9 | 22.1* | -17.1 | -14.1 | -6.7

Next section.
SMILES | CHO-K1 Ca PAM | TAAR1 ag | V1R ag counter | M1 ag | CHO parental Ca | CHO-K1 Ca ag | TAAR1 antagonist | OXTR potentiator | CHO-K1 Ca antag
CN(C(=O)CCNC(=O)Cn1cnc2ccccc2c1=O)c1ccccc1F | -1.1 | -0.9 | 1.5 | -3.4 | -11.7 | 0.7 | 17.7 | 3.4 | -3.0
CCC1(C)Cc2ccccc2C(Nc2c(C)n(C)n(-c3ccccc3)c2=O)=N1 (centres undefined) | 10.7 | 8.8 | -0.6 | -4.2 | -10.4 | 0.4 | 16.0 | -12.3 | -6.2
Cc1ccccc1C(=O)N1CCC(C(=O)NCc2ccc(Cl)cc2)CC1 | 4.0 | 1.2 | 2.3 | -1.6 | -2.9 | 0.9 | 5.1 | 5.0 | -6.3
COc1ccc(N(CC(=O)Nc2cc(C)ccc2C)S(=O)(=O)c2ccccc2[N+](=O)[O-])c(OC)c1 | 17.7 | 4.3 | -0.3 | -10.2 | -0.6 | 1.3 | 4.3 | -12.5 | -5.1
O=c1oc2cc(OCc3c(F)cccc3Cl)ccc2cc1-c1ccccn1 | -7.1 | 3.3 | 0.5 | -3.2 | -8.2 | -0.3 | 21.3 | -18.0 | 5.1
C=CCNC(=S)NNc1nc(Nc2ccccc2)nc(N2CCCCC2)n1 | 22.7 | 6.9 | 7.9 | -11.4 | -30.8 | 0.2 | -10.8 | -6.6 | -23.7
CSCCC(NC(=O)c1cc(S(=O)(=O)N2CCOCC2)ccc1F)c1nc2ccccc2[nH]1 (centres undefined) | 11.7 | 4.4 | -0.2 | -7.5 | -9.4 | 0.8 | -3.7 | -6.6 | -17.9
CCn1c(SCC(=O)Nc2ccc(N3CCOCC3)cc2)nnc1-c1ccco1 | 4.4 | 0.1 | -1.0 | -1.8 | 4.7 | 1.5 | -7.6 | -5.0 | -7.1
CC(Sc1nc2cc([N+](=O)[O-])ccc2n1-c1cccc(C(F)(F)F)c1)C(=O)NC(N)=O (centres undefined) | -9.4 | -0.1 | -0.2 | -0.1 | 21.8 | 1.7 | 7.0 | -4.5 | 20.3
COc1ccc(N2CCN(C(=O)c3ccc(CSc4ccccc4)cc3)CC2)cc1 | 21.4 | 0.7 | 0.7 | -6.2 | -5.6 | 2.4 | -19.1 | -8.2 | -3.0
CC(=O)NC12CC3CC(C1)CC(C(=O)N1CCN(S(=O)(=O)c4ccc(C(C)C)cc4)CC1)(C3)C2 | 2.4 | -0.2 | 0.4 | -1.3 | -3.4 | 0.7 | -13.3 | 2.9 | 5.6
CCn1c(SCC(=O)NC2CC2)nnc1-c1ccccn1 | 2.9 | 1.2 | 0.2 | 1.2 | -0.2 | 5.5 | -15.3 | -1.7 | 7.2
O=C(Cc1ccc(Br)cc1)NC1CCCc2ccccc21 (centres undefined) | -1.4 | 10.4 | -0.1 | -4.0 | -23.3 | -0.9 | 4.8 | -7.9 | -17.9
O=C(CCS(=O)(=O)c1cccc2nsnc12)N1CCN(c2ccccc2F)CC1 | 12.9 | 2.6 | 0.6 | -4.9 | -11.4 | 2.6 | 14.9 | -7.2 | -2.8
O=S(=O)(c1cccc2ccccc12)N1CCC2CC1c1cc(-c3ccc(F)cc3)ccc12 (centres undefined) | 11.2 | 0.1 | x | -3.1 | x | 0.4 | -3.4 | x | -9.4
NC(=O)c1oc2ccccc2c1NC(=O)C1CCCCC1 | 10.5 | 2.4 | -0.6 | -0.2 | -8.3 | 1.1 | -17.2 | -1.6 | 0.1
Cc1ccc(-c2nc(CS(=O)CC(=O)NCCN3CCCCCC3)c(C)o2)cc1 (centres undefined) | 14.9 | -2.1 | -0.9 | -6.7 | -25.0 | -0.7 | -17.9 | -5.3 | -20.1
CC(=O)N1CN(C2CCCC2)Cc2c1sc1c2CCCC1 | 5.0 | 1.4 | -1.1 | -7.0 | -13.3 | -0.4 | 15.9 | -0.1 | 18.7
O=C(COC(=O)c1cc(=O)[nH]c(=O)[nH]1)Nc1cccc(S(=O)(=O)N2CCOCC2)c1 | -0.6 | 1.4 | 0.5 | -2.1 | -7.2 | 0.2 | -9.7 | -5.3 | -16.9
Cc1ccc(OCC(=O)Nc2ccccc2C(N)=O)cc1 | -6.6 | 0.1 | 1.1 | -2.7 | -1.7 | 0.5 | -5.2 | -4.3 | 1.6

Sorted by value in M1 ag (lowest first): 3 from the list above.
SMILES,TAAR1 ag,M1 ag,OXTR potentiator
O=c1oc2cc(OCc3c(F)cccc3Cl)ccc2cc1-c1ccccn1,3.3,-3.2,-18.0
Cc1ccccc1C(=O)N1CCC(C(=O)NCc2ccc(Cl)cc2)CC1,1.2,-1.6,5.0
CC(=O)NC12CC3CC(C1)CC(C(=O)N1CCN(S(=O)(=O)c4ccc(C(C)C)cc4)CC1)(C3)C2,-0.2,-1.3,2.9

Not a hit list; 3.3% or so of the library scored in one or more.
